# MPTP inh – inhibitors of mitochondrial permeability transition pore; isolated mouse mitochondria, Ca2+ swelling absorbance, 30 min; inhibition, % at 10 µM; 360,000 tested, 1.4% active;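 active = inhibition of 50% or more, scaled per plate between neutral and stimulator controls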;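 note: 0% = DMSO wells given calcium and 100% = 1 mM EGTA wells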
# SENP6 block – SENP6 protease inhibition | Q9GZR1 | Recombinant SENP6 catalytic domain, aminoluciferin luminescence | inhibition, % at 10 µM | 330,000 tested, 1.8% active;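 active = inhibition above about 50% at the single tested dose, limit read from the data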;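 note: plate controls were DMSO wells with enzyme for no effect and DMSO wells lacking enzyme for full effect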
# Target sequence (Q9GZR1 628-1112 limits assumed): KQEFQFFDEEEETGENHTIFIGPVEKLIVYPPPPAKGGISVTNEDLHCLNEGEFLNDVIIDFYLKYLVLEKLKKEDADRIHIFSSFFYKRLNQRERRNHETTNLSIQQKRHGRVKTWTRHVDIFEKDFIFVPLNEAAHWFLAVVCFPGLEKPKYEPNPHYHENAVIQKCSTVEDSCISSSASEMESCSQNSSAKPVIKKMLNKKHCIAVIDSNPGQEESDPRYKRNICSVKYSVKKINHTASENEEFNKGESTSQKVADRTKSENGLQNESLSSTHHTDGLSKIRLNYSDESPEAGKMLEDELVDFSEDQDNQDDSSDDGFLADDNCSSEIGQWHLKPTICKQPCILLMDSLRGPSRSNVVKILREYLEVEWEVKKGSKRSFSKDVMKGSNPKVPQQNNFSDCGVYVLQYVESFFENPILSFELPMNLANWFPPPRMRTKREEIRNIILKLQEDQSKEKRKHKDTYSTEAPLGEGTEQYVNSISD
# SENP7 inh – blocks the human protease SENP7. Q9BQF6. recombinant SENP7, Z-RLRGG-aminoluciferin luminescence, 40 min. inhibition, % at 5 µM. 330,000 tested, 1.5% active. AID 434973;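 active = inhibition above about 50% at the single test dose, limit read from the data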;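 note: plate controls were DMSO with enzyme for no effect and no enzyme buffer wells for full effect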
# Target sequence (Q9BQF6 706-1050 limits assumed): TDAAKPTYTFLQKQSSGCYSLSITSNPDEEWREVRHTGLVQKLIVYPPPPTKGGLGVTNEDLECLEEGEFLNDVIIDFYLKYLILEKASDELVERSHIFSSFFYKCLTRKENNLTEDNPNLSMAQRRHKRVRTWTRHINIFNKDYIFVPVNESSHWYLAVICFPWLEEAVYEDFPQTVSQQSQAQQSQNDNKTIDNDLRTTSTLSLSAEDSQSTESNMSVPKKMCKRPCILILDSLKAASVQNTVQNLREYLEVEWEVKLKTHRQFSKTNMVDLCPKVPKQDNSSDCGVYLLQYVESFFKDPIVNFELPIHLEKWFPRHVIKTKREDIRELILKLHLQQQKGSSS
# PfG6PD inh – PfG6PD (Plasmodium falciparum) enzyme inhibition; PfGluPho enzyme, NADPH resazurin-diaphorase fluorescence; inhibition, % at 20 µM; 350,000 tested, 0.78% active;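 active = inhibition reaching at least a set limit at 20 µM in the primary screen, cut at about 59% in these data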;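 note: 0% = DMSO wells with substrate and 100% = DMSO wells lacking glucose-6-phosphate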
# GRIN3A LBD mod – modulates the human NR3A ligand-binding domain; Tm shift relative to glycine control, % at 25 µM; 340,000 tested, 2.5% active; AID 1259313; NR3A LBD differential scanning fluorimetry, Tm shift; 0% = protein alone, 100% = glycine-bound protein;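 active = melting temperature shift of at least 10% of the positive control shift, at one fixed dose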
# SENP8 inh – blocks human SENP8 cleavage of Nedd8 substrate; Q96LD8; recombinant SENP8, Nedd8 substrate fluorescence; inhibition, % at 20 µM; 360,000 tested, 0.64% active; in the data active = inhibition mostly above about 40%, no sharp cut-off; inactive = mostly below about 27%
# Target sequence (Q96LD8 whole entry, looked up): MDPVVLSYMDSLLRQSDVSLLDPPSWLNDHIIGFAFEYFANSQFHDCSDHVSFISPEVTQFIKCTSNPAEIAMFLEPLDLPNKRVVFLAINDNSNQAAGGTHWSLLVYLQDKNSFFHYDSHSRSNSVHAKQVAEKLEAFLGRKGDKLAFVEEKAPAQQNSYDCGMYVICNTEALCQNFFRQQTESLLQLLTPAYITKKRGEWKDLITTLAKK
# HKDC1 inhibitor – inhibitors of human hexokinase HKDC1; recombinant HKDC1, G6PDH/diaphorase resazurin coupled fluorescence; inhibition, % at 20 µM; 340,000 tested, 0.16% active; AID 493160;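 active = inhibition above about 35% when tested at 20 µM, limit read from the data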;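 note: plate controls were DMSO wells with enzyme for no effect and DMSO wells lacking enzyme for full effect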
#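 Test system: Recombinant HKDC1 (HK5) hexokinase enzyme, produced in-house | Input: HKDC1 at 5 µg/mL | Buffer or medium: Tris pH 8.0 buffer with MgCl2, Tween-20, BSA, BME | Schedule: 90 min reaction incubation at room temperature, dark | Technique: Resazurin-to-resorufin fluorescence via G6PDH and diaphorase coupling, 525/613 nm | Controls: DMSO wells with and without enzyme mix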
# ATG4B inh – ATG4B (human) cysteine protease inhibition. ATG4B cleavage of LC3-PLA2, NBD-HPC fluorescence, 1 h. inhibition, % at 8.33 µM. 340,000 tested, 0.51% active. AID 504462; in the data active = inhibition above about 40%
# Active calls of the source: *; i = inactive; . = no result given.
SMILES,MPTP inh,SENP6 block,SENP7 inh,PfG6PD inh,GRIN3A LBD mod,SENP8 inh,HKDC1 inhibitor,ATG4B inh
COc1ccccc1C(=O)N/C(=C/c1ccco1)C(=O)Nc1cccc(C(=O)O)c1,4.5,18,-2,14,1,-16,1,6
Cc1ccc(-c2nnc3ccc(SCC(=O)NCc4ccco4)nn23)cc1,-1.4,1,-3,2,0,-119,-1,5
O=C(O)c1ccc(CNS(=O)(=O)c2ccc3ccccc3c2)cc1,-0.2,-10,6,0,2,14,-3,5
Cc1nn(CC(=O)N/N=C/c2cccs2)c(C)c1[N+](=O)[O-],0.3,-6,1,11,5,17,-4,2
CCCCCCC1CC(C)(C(=O)CNc2nncs2)OC1=O (stereo unspecified),0.1,-3,-11,1,-1,-4,-3,-4
Cc1ccc(/C=N/NC(=O)Cc2cccs2)o1,0.7,9,-1,5,3,16,-5,-8
CCOc1ccc(Nc2oc(-c3cccs3)nc2C#N)cc1,3.5,-11,-9,-9,-10,-274,-7,0
C/C(=N\NC(=O)c1ccc(N(C)C)cc1)c1cccnc1,-0.3,-3,-3,1,1,-40,-9,3
N=c1c(C(=O)NCc2ccco2)cc2c(=O)n3ccccc3nc2n1CC1CCCO1 (stereo unspecified),-0.8,4,-1,25,1,i,0,-14
CCOC(=O)CSc1nc2sc(C)c(C)c2c(=O)[nH]1,-0.7,-11,-6,10,0,15,3,3
NS(=O)(=O)c1ccc(N2CCCC2=O)c([N+](=O)[O-])c1,-1.4,-12,-3,-4,-3,12,3,-1
C#CCOc1c(Cl)cc(/C=N/O)cc1OC,-1.0,-8,-8,-8,2,22,-5,-4

# Limited to GRIN3A LBD mod, for 4 of the compounds above:
Compound	GRIN3A LBD mod
COc1ccccc1C(=O)N/C(=C/c1ccco1)C(=O)Nc1cccc(C(=O)O)c1	1
Cc1ccc(-c2nnc3ccc(SCC(=O)NCc4ccco4)nn23)cc1	0
O=C(O)c1ccc(CNS(=O)(=O)c2ccc3ccccc3c2)cc1	2
Cc1nn(CC(=O)N/N=C/c2cccs2)c(C)c1[N+](=O)[O-]	5

# Continued:
SMILES,MPTP inh,SENP6 block,SENP7 inh,PfG6PD inh,GRIN3A LBD mod,SENP8 inh,HKDC1 inhibitor,ATG4B inh
CC(=O)N(Cc1cc(=O)[nH]c2ccccc12)c1ccccc1C,-0.3,-6,2,15,0,6,-1,-2
CCN(CC(O)COc1ccc(OCC(O)CN(CC)C2CCCCC2)cc1)C1CCCCC1 (stereo unspecified),6.3,-12,2,2,-2,33,-9,-11
CCOc1ccc(C2N(c3ccc(F)cc3)C(=O)C3CCCN32)cc1 (stereo unspecified),-1.3,0,-4,12,1,3,-4,-4
Nc1cnc(Br)cc1Br,-1.3,-21,0,-6,0,22,-5,0
CC12CCC(=O)N1C(C(=O)OCc1c(Cl)cccc1Cl)CS2 (stereo unspecified),1.1,-9,-3,-14,8,7,0,-4
Cc1ccccc1CSc1nc(-c2ccccc2)cc(=O)[nH]1,-1.1,-10,2,-7,-4,6,-5,-3
C=CCc1ccccc1OCCn1nnc2ccccc21,0.9,-31,-16,-2,-1,-1,3,2
COc1ccc(Cn2cnc3c4cc(F)ccc4n(C)c3c2=O)cc1,44,-1,4,-16,15*,-234,-4,2
O=c1c(C(c2ccccc2)c2c(O)sc3ccccc3c2=O)c(O)sc2ccccc12,68*,20,-7,8,5,0,-8,-8
CN(C)C(=O)CSc1nnc(-c2cc(-c3cccs3)nc3ccccc23)o1,1.1,-22,-5,1,-5,-401,-4,-2
CCCNC(=O)Cn1nc([N+](=O)[O-])c([N+](=O)[O-])c1C,1.2,-17,3,-8,-5,16,-6,-16
CCC(C)(C)NC(=O)COc1ccc(C(=O)c2ccccc2)cc1,0.8,14,11,2,0,10,-10,-13

# Looked up by compound from above, 4 records:
SMILES,MPTP inh,SENP6 block,SENP7 inh,PfG6PD inh,GRIN3A LBD mod,SENP8 inh,HKDC1 inhibitor,ATG4B inh
CC(=O)N(Cc1cc(=O)[nH]c2ccccc12)c1ccccc1C,-0.3,-6,2,15,0,6,-1,-2
O=c1c(C(c2ccccc2)c2c(O)sc3ccccc3c2=O)c(O)sc2ccccc12,68*,20,-7,8,5,0,-8,-8
CCCNC(=O)Cn1nc([N+](=O)[O-])c([N+](=O)[O-])c1C,1.2,-17,3,-8,-5,16,-6,-16
C=CCc1ccccc1OCCn1nnc2ccccc21,0.9,-31,-16,-2,-1,-1,3,2

# New compounds follow:
SMILES,MPTP inh,SENP6 block,SENP7 inh,PfG6PD inh,GRIN3A LBD mod,SENP8 inh,HKDC1 inhibitor,ATG4B inh
CCN(c1ccc(NC(=O)CSc2ccc3c(c2)OCCO3)cc1)C(C)C,0.3,2,-2,27,0,21,8,9
COc1nc2ccccc2nc1OC,0.2,2,-6,-1,-2,9,-1,7
CCOc1ccccc1N1CC(C(=O)Nc2ccc(S(=O)(=O)N3CCCCC3)cc2)CC1=O (stereo unspecified),-0.7,-2,2,13,4,14,-2,4
CN(CC(=O)Nc1ccc(Cl)c(C(F)(F)F)c1)C(=O)C1CCN(C(=O)c2ccc(Cl)cc2)CC1,-0.7,.,.,30,-3,5,1,5
O=C(NC(=S)NC1CCCC1)c1ccccc1Br,-1.4,5,5,-3,-1,17,5,0
COC(=O)c1sccc1NC(=O)c1ccc(C#N)cc1,0.9,-6,-2,-9,-1,4,-3,5
O=C(OCC1OC(n2cc(Br)c(=O)[nH]c2=O)C(Br)C1O)c1ccccc1 (stereo unspecified),-1.8,1,3,13,5,12,5,-1
Cc1ccc(S(=O)(=O)N2CCCSCC2)cc1,-1.0,-9,0,-2,0,0,-6,-7
Cc1cccc(N2CCN(CC(O)COc3ccc(Cl)cc3)CC2)c1 (stereo unspecified),0.4,13,3,-9,8,24,-2,-1
CCOc1ccc(NC(=O)Cn2nnc(-c3ccc(C(N)=O)cc3)n2)cc1S(=O)(=O)N1CCCC1,-0.9,1,1,-3,-3,0,-6,-5
COC(=O)C1=C(C)NC(=O)/C1=C\c1cc(C)n(-c2cccc(C)c2)c1C,1.5,-1,-2,6,-2,-22,4,-2
O=C(c1ccncc1)N1N=C(C2CCCCC2)CC1(O)C(F)(F)F (stereo unspecified),-0.1,5,1,7,0,4,-9,4

# Nothing new here: an excerpt of the list.
SMILES,MPTP inh,SENP6 block,SENP7 inh,PfG6PD inh,GRIN3A LBD mod,SENP8 inh,HKDC1 inhibitor,ATG4B inh
COC(=O)C1=C(C)NC(=O)/C1=C\c1cc(C)n(-c2cccc(C)c2)c1C,1.5,-1,-2,6,-2,-22,4,-2
O=C(c1ccncc1)N1N=C(C2CCCCC2)CC1(O)C(F)(F)F (stereo unspecified),-0.1,5,1,7,0,4,-9,4

# (continued)
SMILES,MPTP inh,SENP6 block,SENP7 inh,PfG6PD inh,GRIN3A LBD mod,SENP8 inh,HKDC1 inhibitor,ATG4B inh
CCC(C)NC(=O)c1nn(C)c(=O)c2ccccc12 (stereo unspecified),-0.2,18,1,-27,-3,26,4,-1
CS(=O)(=O)c1nc(S(=O)(=O)c2ccc(Cl)cc2)c(N2CCC(O)CC2)s1,-1.5,-4,7,-12,2,16,-4,-2
CC1(C)Oc2nc3ccccc3n2/C1=C\C#N,-0.8,-7,-1,-8,-3,4,-7,-2
O=C(NC(=S)Nc1ccc(S(=O)(=O)N2CCCC2)cc1)c1cccs1,1.0,-22,-11,-7,-12,11,-3,6
CCN1C[C@@H]2[C@@H]3C(=O)N(C)C(=O)[C@@H]3[C@](Cc3ccccc3)(C1=O)N2C(=O)c1ccc(Cl)c(Cl)c1,-0.3,.,.,-2,-1,-7,-2,-12
COc1cc(C(=O)NCCC(=O)NC(C)C)cc(OC)c1OC,0.4,-6,6,-11,-6,17,-5,3
O=C(CCc1ccccc1)Nc1nccs1,0.0,13,0,-2,-3,22,-5,2
CCc1noc(C)c1C(=O)N1CCCSC1=Nc1ccccc1OC,-0.7,-4,-3,-5,0,0,-3,-1
Cc1n[nH]c(C)c1CCCCOc1ccccc1F,1.7,-1,3,5,-3,21,-1,0
c1nc(NC2CCCCC2)c2[nH]cnc2n1,2.5,-5,-3,18,-1,6,-2,-3
CCCCn1c(N)c(N(CCOC)C(=O)Cn2c(=O)oc3ccccc32)c(=O)[nH]c1=O,0.4,-13,14,-9,2,-19,-3,3
CC(Sc1nnc2c(n1)[nH]c1ccccc12)C(=O)NC1CCCCC1 (stereo unspecified),-1.6,-20,-13,1,0,-13,-5,-2
Cc1ccc(-n2nc3c(=O)n(CC(=O)NC4CCCCCC4)nc(C)c3c2C)cc1,1.0,20,2,-7,-1,8,-5,-1
Cc1ccc(S(=O)(=O)Nc2ccccc2/C=N/c2nc3ccccc3n2C(C)C)cc1,2.1,.,.,32,-4,-34,6,55*
C[C@H](CO)N1C[C@H](C)[C@@H](CN(C)S(=O)(=O)c2cn(C)cn2)Oc2ccc(NC(=O)Nc3ccccc3)cc2C1=O,-1.2,-16,-10,5,-10,7,3,-14
CN(Cc1ccccc1)C(=O)Cn1c(=O)oc2cc(S(=O)(=O)N3CCCC3)ccc21,0.6,-12,-6,-7,-1,6,-5,-7
CN(C)c1ccc(N2C(=NC(=O)CC3CCCCC3)SC3CS(=O)(=O)CC32)cc1 (stereo unspecified),-0.1,-3,5,-3,1,12,1,0
Cc1ccc(C(=O)C(C)OC(=O)c2cc(=O)[nH]c3ccccc23)cc1 (stereo unspecified),-1.0,-3,2,1,0,-227,4,-5
O=C(CCS(=O)(=O)c1ccccc1)Nc1ccc2c(c1)OCO2,-1.3,-11,11,9,-2,14,-3,5
CC1CCN(C(=O)C2CCCN2S(=O)(=O)c2ccc(Cl)cc2)CC1 (stereo unspecified),1.0,-14,-1,-6,3,7,-9,5
Cc1ccccc1CC(=O)Nc1cccc(S(=O)(=O)N2CCCC2)c1,1.8,-12,7,14,1,8,-1,-41
COC(=O)[C@@H]1C[C@]2(Br)c3ccccc3N(S(=O)(=O)c3ccccc3)[C@@H]2N1C(=O)OC,-0.1,7,-3,-4,0,12,-5,-3
CCOC(=O)CNC(=O)C(NC(=O)C1CCC(C)CC1)C(C)CC (stereo unspecified),-0.6,-12,-6,-23,1,21,-5,-5
O=C(O)C1Nc2c(C(=O)N3CCOCC3)cccc2C2C=CCC12 (stereo unspecified),1.8,0,4,16,-3,7,11,2

# 7 of the entries above in order of the GRIN3A LBD mod value, smallest number first:
structure | GRIN3A LBD mod
C[C@H](CO)N1C[C@H](C)[C@@H](CN(C)S(=O)(=O)c2cn(C)cn2)Oc2ccc(NC(=O)Nc3ccccc3)cc2C1=O | -10
Cc1ccc(S(=O)(=O)Nc2ccccc2/C=N/c2nc3ccccc3n2C(C)C)cc1 | -4
O=C(O)C1Nc2c(C(=O)N3CCOCC3)cccc2C2C=CCC12 (stereo unspecified) | -3
Cc1ccc(-n2nc3c(=O)n(CC(=O)NC4CCCCCC4)nc(C)c3c2C)cc1 | -1
COC(=O)[C@@H]1C[C@]2(Br)c3ccccc3N(S(=O)(=O)c3ccccc3)[C@@H]2N1C(=O)OC | 0
CCOC(=O)CNC(=O)C(NC(=O)C1CCC(C)CC1)C(C)CC (stereo unspecified) | 1
CC1CCN(C(=O)C2CCCN2S(=O)(=O)c2ccc(Cl)cc2)CC1 (stereo unspecified) | 3

# The listing continues.
SMILES,MPTP inh,SENP6 block,SENP7 inh,PfG6PD inh,GRIN3A LBD mod,SENP8 inh,HKDC1 inhibitor,ATG4B inh
Cc1cccc(C)c1OCC(=O)Nc1ccccc1C(F)(F)F,-3.4,-17,8,5,-1,7,1,-6
O=C(Nc1ccc(Br)cc1)c1ccc(F)c(S(=O)(=O)N2CCN(c3ccccn3)CC2)c1,16,-14,-2,12,7,7,-4,-4
O=C(NCc1cccs1)c1cc2c(s1)CS(=O)(=O)C2,1.8,-15,-9,-2,15*,8,9,-2
CC(C)NC(=O)c1sc2nc3c(c(-c4cccs4)c2c1N)CN(C)CC3,0.2,7,11,39,-1,-16,-1,-9
O=C(CSc1nc(-c2ccco2)cc(C(F)(F)F)n1)N1CCCc2ccccc21,4.1,-6,4,4,-1,18,-3,-1
CCOC(=O)N1CC=C2C(C#N)=C(N)C(C#N)(C#N)[C@H](c3cccs3)[C@H]2C1,-2.6,-5,-4,-5,0,-65,-2,5

# Screens: PubChem, Sanford-Burnham Center for Chemical Genomics
